Source: PubChem BioAssay (several laboratories)
KKLEB tox = cytotoxicity in KKLEB CF airway cells, primary screen, cytotoxicity control for CF NF-kB inhibitor project, cell-based, uHTS, fluorescence assay plates. KKLEB CF airway cells viability, ATPlite luminescence, overnight; stronger effect = lower value; cells stimulated with P. aeruginosa culture filtrate. activity change (cytotoxicity), % at 5 µM. 360,000 tested, 0.36% active;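 active = corrected activity change at or below -50% at 5 µM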
C8 TRAIL sens = viability loss with TRAIL in NB7+C8 cells, primary screen, TRAIL sensitizer project, cell-based, ATPlite luminescence; inhibition (viability loss, TRAIL sensitization), % at 10 µM; 360,000 tested, 1% active; AID 624354, 2012;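 active = compounds causing at least 50% loss of cell viability in the single-dose screen, relative to plate controls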
Shn3 3UTR inh = reduction of Shn3 3'UTR firefly luciferase signal, primary screen, Schnurri-3 inhibitor project, cell-based, Clone20 osteoblasts, set 2; Clone20 osteoblast Shn3 3'UTR firefly luciferase, 24 h; inhibition, % at 12.5 µM; 360,000 tested, 0.52% active; AID 588674, 2011;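 active = mean inhibition of at least 75% with every replicate also reaching 75%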;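 also: 0% = median of neutral control wells and 100% = pilot-screen positive control compound; some compounds past the cut are filed as inactive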
NR2E3 ag-1 = NR2E3 agonists in two-hybrid cells, primary screen, cell-based, luminescence, CHO-S, Gal4-NCOR/VP16-NR2E3. inhibition of corepressor binding, % at 3.98 µM. AID 602229, 2012. luciferase. 360,000 tested, 0.35% active;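 active = inhibition above the mean of all tested compounds plus 3 SD, cut at about 70% in these data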;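 also: 0% = DMSO with NR2E3 transfected cells and 100% = cells lacking NR2E3 construct; higher means lower luciferase signal from less NR2E3 corepressor binding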
Target sequence (Q9Y5X4 whole entry, looked up, the tested form may be a part): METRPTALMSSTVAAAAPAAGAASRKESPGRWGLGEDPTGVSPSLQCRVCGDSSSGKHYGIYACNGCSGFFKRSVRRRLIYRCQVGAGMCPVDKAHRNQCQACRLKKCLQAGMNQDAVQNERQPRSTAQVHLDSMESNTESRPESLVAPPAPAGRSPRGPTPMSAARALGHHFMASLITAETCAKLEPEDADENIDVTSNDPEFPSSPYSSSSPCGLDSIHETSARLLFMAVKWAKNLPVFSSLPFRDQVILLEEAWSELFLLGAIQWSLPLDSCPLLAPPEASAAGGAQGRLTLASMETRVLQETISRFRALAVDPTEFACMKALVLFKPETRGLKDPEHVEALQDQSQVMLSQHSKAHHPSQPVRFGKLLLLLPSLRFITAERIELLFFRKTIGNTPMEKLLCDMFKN
HIF-2a inh = HIF-2a reporter inhibitors, primary screen, luminescence, 786-0 RCC cells | 786-0 RCC cells HIF-2a reporter, luciferase luminescence, overnight | inhibition, % at 18.8 µM | 360,000 tested, 0.72% active | AID 624352, 2012;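 active = inhibition of the luminescence signal of 40% or more relative to plate controls, in a single-dose primary screen at 18.75 µM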
Peg3 promoter = Peg3 promoter-driven luciferase inhibitors, primary screen, cell-based, HeLa, luciferase luminescence; inhibition, % at 20 µM; 360,000 tested, 1.7% active; HeLa PEG-Prom luciferase reporter, overnight;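 active = inhibition of at least 50% at 20 µM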
CF NFkB inh = inhibitors of PAF-induced NF-kB signaling, primary screen, cell-based, GFP fluorescence, uHTS | inhibition, % at 5 µM | 360,000 tested, 0.86% active | KKLEB NF-kB-GFP reporter, GFP fluorescence overnight | AID 588850, 2011;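 active = at least 50% inhibition at 5 µM, scaled per plate between neutral and stimulator controls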;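 also: PAF is a Pseudomonas aeruginosa culture filtrate used as stimulus; plate controls were PAF-stimulated DMSO wells for no effect and unstimulated DMSO wells for full effect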
iPSC survival up = enhancers of single-cell hiPSC survival, primary screen, ATPlite luminescence; 360,000 tested, 0.044% active; survival enhancement, % at 20 µM; 100% = ROCK inhibitor wells, 0% = DMSO; AID 602274, 2012; in the data active = survival enhancement above about 18%;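 also: cells exposed to compounds for 16 hours before the ATP read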
MITF TRPM1 inh = inhibitors of MITF-dependent TRPM1 promoter reporter, primary screen, cell-based, SK-MEL-5, single point, luciferase | SK-MEL-5 TRPM1 promoter luciferase, 24 h | inhibition, % at 12.5 µM | 330,000 tested, 0.83% active | AID 488899, 2010;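 active = mean inhibition across replicates of 60% or more, whatever share of single replicates reaches that level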; also: values of inactives mirror those of a sister screen read the other way
LMP1 NFkB inh = EBV LMP1-driven NF-kappaB luciferase reporter inhibitors, primary screen, cell-based, luminescence, single point | LMP1-induced NF-kappaB luciferase reporter cells | 350,000 tested, 0.69% active | AID 504558, 2011 | inhibition, % at 12.5 µM; in the data active = inhibition above about 41%;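 also: 0% = neutral control wells and 100% = reference inhibitor control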
NR2E3 ag-2 = inhibitors of NR2E3-RetCOR corepressor binding, primary screen, NR2E3 agonist project, biochemical, TR-FRET, GST-NR2E3, biotin-RetCOR; Photoreceptor-specific nuclear receptor (Homo sapiens), Q9Y5X4; 1536-well; inhibition of corepressor binding, % at 4.78 µM; 320,000 tested, 0.12% active; AID 2300, 2010;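 active = percent inhibition above the cutoff of mean plus 3 SD of all tested compounds, set per screening campaign, cut at about 20% in these data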;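 also: 0% = DMSO wells and 100% = biotin wells as full block of FRET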
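Material: NR2E3–RetCOR corepressor complex / Incubation: Compound–protein incubation for 5 h at 4 °C / Dosing: compound at 4.8 µM, single dose / Detection: time-resolved FRET / Benchmarks: high control biotin, low control 0.6% DMSO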
The depositor's hits bear a star; / = no result given. These rows are one share of the data, so the mix of outcomes need not match the whole.

compound	KKLEB tox	C8 TRAIL sens	Shn3 3UTR inh	NR2E3 ag-1	HIF-2a inh	Peg3 promoter	CF NFkB inh	iPSC survival up	MITF TRPM1 inh	LMP1 NFkB inh	NR2E3 ag-2
CCCc1nc(-c2ccccc2O)n(-c2ccccc2)n1	-6	13	15	-17	8	15	7	-1.0	2	-8	4
COc1cccc(NC(=O)Nc2nc(SC)ns2)c1	-3	2	-37	-118	-279	-280	40	0.1	-99	-35	0
C=CCCC(=O)Nc1nc(C)c(-c2csc(Nc3cc(OC)ccc3OC)n2)s1	-29	11	26	-13	9	33	47	-0.4	40	-1	3
CCC(=O)N/C(=N/c1nc(C)cc(C)n1)Nc1ccc(C)cc1	-10	22	30	8	-4	-3	0	0.5	2	11	3
CCc1cccc2c(C(=O)COC(=O)c3cnc(C)cn3)c[nH]c12	18	-20	11	-27	6	-1	-1	4.5	4	4	6
O=C(CSc1ccccn1)Nc1cccc2ccccc12	1	7	-1	-12	-9	-23	-8	-0.2	15	2	0
CCC(=O)N1c2ccc(S(=O)(=O)CCC(=O)N3CCN(c4ccccc4)CC3)cc2CC1C (configuration not stated)	6	2	2	-1	9	12	6	0.1	-9	-18	7
COc1ccc(NS(=O)(=O)c2ccc(F)c(Cl)c2)cn1	-6	16	-21	12	8	17	-6	2.2	11	7	2
O=C(Nc1nncs1)c1cc(-c2ccco2)nc2ccccc12	-5	-9	3	-10	-2	-3	3	0.0	4	10	/
C/C(=N\NC(=O)c1ccn(C)n1)c1ccco1	7	1	-85	-55	-115	-85	2	-0.1	-69	0	-2
Cc1noc(C)c1CSCC(=O)Nc1cc(Cl)ccc1N1CCOCC1	-9	6	9	-21	3	12	12	-0.4	3	-16	0
C/C(CCc1ccccc1)=N\NC(=O)CCc1ccccc1	-10	-3	-31	-17	-1	-1	-2	-0.6	-5	-3	-4
O=C(N/N=C/c1ccoc1)c1ccccc1Br	9	-2	-5	-9	-12	2	-12	-0.4	-4	3	/
Cc1ccccc1Nc1n[nH]c(=S)s1	5	-10	-5	-22	-40	-12	17	0.9	/	-5	/
COc1ccc(NC(=S)N(CCN2CCCCC2)Cc2ccco2)cc1	-4	0	-7	-16	7	4	30	0.6	-3	0	-1
CC(=O)NCCOc1ccc(C(=O)O)cc1	1	-4	1	-31	1	2	8	1.8	-9	1	-2
Cc1ccc(S(=O)(=O)CC(=O)Nc2ncc([N+](=O)[O-])s2)cc1	3	-3	-5	-14	-6	15	-9	0.1	5	0	1
CCOC(=O)C1CCN(C(=O)C2CCCN(S(=O)(=O)c3ccc(OC)c(Cl)c3)C2)CC1 (configuration not stated)	-5	10	49	18	-6	18	-8	-0.1	-4	7	3
Cc1ccc2[nH]cc(CCCN3C(=O)c4ccccc4C3=O)c2c1	8	9	9	-18	-85	-28	-42	-1.1	-14	-20	2
CCOc1nc2ccccc2cc1C=O	-15	-2	3	6	7	18	23	0.3	19	3	-1
c1ccc(-c2n[nH]c3ccccc23)cc1	5	-4	-15	-7	-96	-48	10	2.5	-3	7	1
COc1ccc(N2CCN(S(=O)(=O)CCNS(=O)(=O)c3ccccc3)CC2)cc1	4	7	5	2	9	3	2	-0.5	-3	-1	-3
COc1ccc(/C=N/N=C(\N)c2nonc2N)cc1OC	6	4	-17	-65	-280	-256	-14	0.0	-66	-17	-1
O=C(Nc1ccccc1)Nc1cccc2ccccc12	-3	2	17	-49	-152	-64	-13	-0.6	-21	-3	5
S=C(NCc1ccco1)N/N=C/c1ccncc1	-4	-1	0	13	13	22	-17	-0.7	6	-9	-2

Further records follow.
compound	KKLEB tox	C8 TRAIL sens	Shn3 3UTR inh	NR2E3 ag-1	HIF-2a inh	Peg3 promoter	CF NFkB inh	iPSC survival up	MITF TRPM1 inh	LMP1 NFkB inh	NR2E3 ag-2
Cc1nn(-c2ccccc2)c(Cl)c1/C=N/NC(=O)c1ccccc1F	-5	7	-84	-76	-255	-265	9	-0.8	-59	-30	-1
O=C(COc1ccccc1)OC(C(=O)c1ccccc1)c1ccccc1 (configuration not stated)	6	-7	-24	9	11	3	-13	6.7	4	4	2
CCOc1ccc(NC(=O)Cc2ccc(S(=O)(=O)N3CCCCC3)cc2)cc1OCC	4	-8	15	-39	3	24	15	3.7	9	-6	/
CCCCc1nc(Cl)c(CO)n1Cc1ccc(-c2ccccc2-c2nnn[nH]2)cc1	4	-10	4	-6	6	-2	12	-2.2	-8	4	0
Cc1ccc(N(C(=O)Nc2ccccc2)C2=NCCC2)cc1	-10	-11	15	-25	8	10	-2	0.2	-10	0	-4
Cc1ccc(NC(=O)N[C@H](C(=O)O)C(C)C)c(C)c1	-14	1	-5	10	3	-4	13	1.2	6	-6	2
COc1ccccc1CNC(=O)CCS(=O)(=O)c1ccc2c(c1)CC(C)N2C(=O)C1CC1 (configuration not stated)	-19	13	-5	-2	8	1	16	0.1	3	2	0
COc1cc(-c2nn3c(-c4cccnc4)nnc3s2)cc(OC)c1OC	3	22	2	0	12	-1	-17	9.3	-5	-10	3
CCCC1C2CN(C(C)=O)CC=C2C(C#N)=C(N)C1(C#N)C#N (configuration not stated)	-4	-3	-3	2	6	12	-26	-4.4	-10	-7	-1
COc1ccc(-c2nc3ccccc3n2Cc2ccc(C)cc2)cc1	-2	21	-20	-4	-106	-37	0	-0.1	-14	4	3
Cc1ccc(S(=O)(=O)N(CCCN(C)C)Cc2ccc3c(c2)OCO3)cc1	-36	-2	12	-30	4	8	14	5.1	-3	-3	-2
COc1ccc(CCNC(=O)Nc2nc(C(N)CCc3ccccc3)cs2)cc1OC (configuration not stated)	1	3	-24	-1	1	28	0	-3.7	/	/	/
COCC(=O)N1CCC(Oc2ccc(C(=O)NCc3csc(C(C)C)n3)cc2)CC1	10	7	-9	-14	-9	-11	3	0.0	11	0	3
CCCCCC(=O)NNC1=NCC(Cc2ccccc2)S1 (configuration not stated)	0	3	-2	16	11	9	2	-0.2	14	-2	1
CSc1nc(N)nc(SCC(=O)C(C)(C)C)c1C#N	-3	5	-33	-11	-106	-139	21	5.0	-33	-14	0
CC(=O)c1cccc(NC(=O)COC(=O)Cn2cnc3ccccc32)c1	-86*	3	-15	5	11	-4	19	-0.2	-5	0	/
CC(=O)C1=C(c2ccccc2)OC(N)=C(C#N)C1c1ccccc1C (configuration not stated)	8	1	-24	1	12	-3	-10	-0.9	2	5	0
N#CCS(=O)(=O)c1ccccc1	2	12	-1	-19	5	6	18	0.5	5	-2	5
O=P(c1ccccc1)(c1ccccc1)C(O)c1cccs1 (configuration not stated)	-10	2	7	-2	13	7	-8	16	/	-3	/
Cc1ccc(OCC(O)CNS(=O)(=O)c2ccccc2C(=O)N2CCCCC2)cc1 (configuration not stated)	-3	0	4	-5	7	1	11	1.2	1	2	0
COc1ccccc1C(=O)Nc1cc(C)ccc1NC(=O)c1ccco1	-9	6	-6	20	5	2	0	0.3	1	-8	-1
COc1ccc(OC)c(S(=O)(=O)Oc2ccc(N)c3ccccc23)c1	-3	27	-15	16	13	-32	-17	-0.1	23	-1	-1
CC(C)c1cccc(C(C)C)c1OC(=O)[C@H]1OC(C(C)(C)C)=C[C@@H]1c1ccccc1	1	-4	81	-8	2	14	25	-2.3	5	0	0
CCn1c(SCC(=O)O)nnc1-c1cccnc1	11	-4	9	7	15	5	-13	3.2	-7	-6	3
Fc1cccc(Cc2c(-c3ccco3)nc3ccc(Br)cn23)c1	-11	-12	-5	14	14	-2	52*	-1.1	/	/	/

Later entries:
compound	KKLEB tox	C8 TRAIL sens	Shn3 3UTR inh	NR2E3 ag-1	HIF-2a inh	Peg3 promoter	CF NFkB inh	iPSC survival up	MITF TRPM1 inh	LMP1 NFkB inh	NR2E3 ag-2
CCc1ccc(CN2CCC(Oc3ccc(C(=O)NCc4ccccn4)cc3)CC2)o1	-5	-8	6	20	-7	-4	-11	4.3	-4	-5	-3
CC(=O)Nc1ccc(NC(=O)C2CCN(S(=O)(=O)c3cccc4nonc34)CC2)cc1	-14	-1	-6	5	11	-6	12	3.0	-1	-5	-3
O=C(O)CSCc1nc2ccccc2[nH]1	14	-2	-10	-6	12	6	2	1.0	11	-5	1
Cc1cc(C)cc(OCC(=O)OCC(=O)NCCC2=CCCCC2)c1	-10	0	-19	-2	9	17	5	-1.4	-9	-4	-3
O=C(NCc1ccco1)c1ccc(COc2ccc(Cl)cc2)cc1	-18	6	15	-38	-39	-37	6	0.4	-11	3	2
O=C(C1=C(O)C(=O)N(CCN2CCOCC2)C1c1ccc([N+](=O)[O-])cc1)c1cc2ccccc2o1 (configuration not stated)	-7	-1	-14	-13	-4	-19	-13	0.5	0	-4	0
COCCn1c(-c2ccco2)csc1=Nc1cccnc1	8	-4	-12	-38	-8	-18	-14	-1.4	17	-3	-1
Cc1ccc([N+](=O)[O-])cc1NC(=O)CCSc1ccc(Cl)cc1	-10	4	-2	-17	24	11	6	-0.4	-2	-1	3
O=C(CC1SC(=O)N(c2ccccc2)C1=O)Nc1cccc2ccccc12 (configuration not stated)	8	-5	-38	-19	-26	-3	19	0.1	-8	4	-3
Cc1cc(C)cc(NC(=O)c2ccc(CNc3c(N4CCOCC4)c(=O)c3=O)cc2)c1	7	-4	-2	4	20	6	1	-0.5	18	13	-1
O=C(NCCCc1ccccc1)C1CCN(c2nnc(-n3cccc3)s2)CC1	-28	-1	16	-40	-127	-62	-12	-0.8	/	-3	1
CNC(=O)/C(C#N)=C1\SC(Cc2ccc(F)cc2)C(=O)N1c1ccccc1C (configuration not stated)	-14	3	-12	-8	10	9	16	-0.3	6	3	2
Cc1ccc(C)c(CN2CCSCC2)c1	-13	21	-21	-46	18	-1	-5	-0.4	-9	1	-1
CCOC(=O)c1cc(-c2ccccc2C)nn1Cc1cc(CC)no1	5	-12	-79	-49	-257	-211	12	-1.9	-55	-15	-2
CCNC(=O)NC1(C(=O)Nc2ccc3c(c2)CCC3)CCCCC1	4	7	-15	-15	11	-2	-3	-0.6	3	-4	0
Cc1cc(C)c(C#N)c(SCc2cc3c(cc2Cl)OCO3)n1	-10	-8	3	8	10	18	7	3.8	10	-2	-1
Cc1cncc(N2CCN(c3ccccn3)CC2)n1	11	-9	-5	-45	-43	-47	5	-1.7	/	/	/
